# Screening data from PubChem.
# CR mimetic SO = reduction of superoxide in aged yeast, primary screen, HTS; S. cerevisiae aged cells, superoxide DHE fluorescence; active compounds read low; 0.18% of 330,000 active; superoxide response (% of plate mean), % at 10 µM;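 active = superoxide response under a set limit, about three screen SD below normal, cut at about 65% in these data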;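 note: yeast aged for seven days with compound at 30 °C before DHE staining; 100% = average MFI of all compound-treated wells on the plate with controls excluded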
# ZTA DNA inh = blocks Epstein-Barr virus ZTA, an EBNA-1 counter-screen. 0.15% of 320,000 active. ZTA-DNA binding, fluorescence polarization. inhibition, % at 11 µM. P03206. AID 2234; in the data active = inhibition above about 33%
# Target sequence (P03206 whole entry, looked up): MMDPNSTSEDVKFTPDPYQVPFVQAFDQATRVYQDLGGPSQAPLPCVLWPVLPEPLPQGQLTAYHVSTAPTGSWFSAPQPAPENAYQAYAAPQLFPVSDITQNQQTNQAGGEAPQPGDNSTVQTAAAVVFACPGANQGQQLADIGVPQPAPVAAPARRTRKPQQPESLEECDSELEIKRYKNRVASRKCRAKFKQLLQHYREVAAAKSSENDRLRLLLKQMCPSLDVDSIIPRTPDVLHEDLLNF
# TPT1 inh = Candida albicans TPT1 enzyme inhibitors, primary screen, biochemical, fluorescence polarization; tRNA 2'-phosphotransferase TPT1 (Candida albicans SC5314); recombinant caTPT1, FP RNA substrate dephosphorylation; inhibition, % at 5 µM; 0.81% of 300,000 active; AID 1962, 2009;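 active = inhibition above the mean of all tested compounds plus 3 SD, set per screening campaign, cut at about 24% in these data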;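 note: plate controls were DMSO alone for no effect and ferristatin control at 100 nM for full effect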
# PP1 counter = PP1-alpha phosphatase inhibitors, primary screen, counter-screen for PP5 inhibitor project, biochemical, fluorescence, OMFP substrate, single point; AID 2235, 2010; inhibition, % at 6.7 µM; 0.9% of 320,000 active; purified PP1alpha; Serine/threonine-protein phosphatase PP1-alpha catalytic subunit (Homo sapiens), P62136;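 active = inhibition above the mean inhibition of all tested compounds plus 3 SD, computed separately for each screening campaign, cut at about 15% in these data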
# Target sequence (P62136 whole entry, looked up): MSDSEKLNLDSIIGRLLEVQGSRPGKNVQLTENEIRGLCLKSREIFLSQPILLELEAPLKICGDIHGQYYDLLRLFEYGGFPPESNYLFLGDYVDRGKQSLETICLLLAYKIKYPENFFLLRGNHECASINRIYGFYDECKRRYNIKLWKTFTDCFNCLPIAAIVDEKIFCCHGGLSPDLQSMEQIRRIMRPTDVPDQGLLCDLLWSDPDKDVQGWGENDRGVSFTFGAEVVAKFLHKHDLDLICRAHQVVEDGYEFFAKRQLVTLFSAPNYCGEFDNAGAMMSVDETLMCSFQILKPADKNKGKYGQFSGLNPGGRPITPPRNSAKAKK
# EBNA-1 inhibitor = EBNA-1 DNA-binding inhibitors, primary screen, biochemical, fluorescence polarization | inhibition, % at 14.8 µM | 0.34% of 300,000 active; in the data active = inhibition above about 28%
# Fh CTSL1 inh = Fasciola hepatica cathepsin L1 inhibitors, primary screen, counter-screen for PFM18AAP inhibitor project, biochemical, QFRET, fluorogenic peptide substrate; recombinant F. hepatica cathepsin L1, Z-Leu-Arg-MCA fluorescence; inhibition, % at 5.96 µM; 0.49% of 300,000 active; AID 1906, 2009;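 active = inhibition above the mean of all tested compounds plus 3 SD, set per screening campaign, cut at about 17% in these data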;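 note: 0% = plate median of test compound wells and 100% = 1 µM Z-Phe-Ala-diazomethylketone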
# HCV core dimer = inhibitors of HCV core protein dimerization, primary screen, biochemical, TR-FRET, high-throughput; TR-FRET GST/Flag-core106 dimerization, 1536-well; inhibition, % at 5 µM; 0.33% of 300,000 active; AID 1899, 2009;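 active = inhibition above the mean of all tested compounds plus 3 SD, set per screening campaign, cut at about 45% in these data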
#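 System – GST-tagged and Flag-tagged HCV core protein residues 1-106 · Repeats – one well for each compound · Technique – TR-FRET 671 and 617 nm emission · Doses – one concentration, 5 µM, in 0.5% DMSO · Times – 4 h, 22.5 °C incubation · Also added – Eu donor and XL665 acceptor anti-tag antibodies · Measure – percent inhibition of core106 dimerization signal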
# GASC-1 inh = inhibitors of GASC-1 histone demethylase, primary screen, biochemical, fluorescence, DELFIA europium; Lysine-specific demethylase 4C (Homo sapiens), Q9H3R0; GST-JMJD2C(1-420) H3K9me3 demethylation; inhibition, % at 2.35 µM; 0.069% of 330,000 active;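 active = more than half of a compound's replicate wells show inhibition beyond 50%, single wells judged on their own value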;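 note: signal counts dimethyl H3K9 product captured on neutravidin plate; 0% = median of DMSO wells and 100% = 0.3 times that DMSO median; strong numbers were not always called active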
# PP5 primary = PP5 phosphatase inhibitors, primary screen, biochemical, fluorescence | purified PP5c, OMFP substrate fluorescence | 0.18% of 320,000 active | inhibition, % at 6.7 µM | Serine/threonine-protein phosphatase 5 (Homo sapiens), P53041;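 active = inhibition above the campaign's mean inhibition across all tested compounds plus 3 SD, cut at about 9.5% in these data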;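 note: 0% = DMSO only and 100% = 100 µM cantharidin control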
# Target sequence (P53041 whole entry, looked up): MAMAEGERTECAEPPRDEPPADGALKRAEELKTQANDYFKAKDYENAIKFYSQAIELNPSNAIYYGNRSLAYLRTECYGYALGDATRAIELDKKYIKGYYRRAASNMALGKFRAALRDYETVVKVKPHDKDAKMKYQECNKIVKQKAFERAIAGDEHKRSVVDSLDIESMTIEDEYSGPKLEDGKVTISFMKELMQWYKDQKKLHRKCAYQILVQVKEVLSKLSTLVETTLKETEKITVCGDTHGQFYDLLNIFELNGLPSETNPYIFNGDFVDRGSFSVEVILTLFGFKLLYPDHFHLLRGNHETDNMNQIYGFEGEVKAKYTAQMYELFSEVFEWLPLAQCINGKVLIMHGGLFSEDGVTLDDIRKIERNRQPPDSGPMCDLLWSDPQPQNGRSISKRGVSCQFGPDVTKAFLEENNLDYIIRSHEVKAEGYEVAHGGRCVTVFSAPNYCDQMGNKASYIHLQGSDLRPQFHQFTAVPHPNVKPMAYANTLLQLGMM
# * marks the source's active call; other numbers are inactive results; . = not tested or not shown.
# Values run as follows: CR mimetic SO, ZTA DNA inh, TPT1 inh, PP1 counter, EBNA-1 inhibitor, Fh CTSL1 inh, HCV core dimer, GASC-1 inh, PP5 primary
> COc1ccccc1C(=O)OCCN1CCOCC1
    105, 8, -1, -9, 2, -2, -1, 6, -2.9
> O=C(CN1C(=O)c2ccccc2C1=O)Nc1cc(C(=O)O)cc(C(=O)O)c1
    107, 1, -4, 3, 13, 1, 3, 0, -3.2
> O=C(Nc1nnc(-c2ccco2)o1)c1ccc2ccccc2c1
    102, 6, 1, 10, 6, 2, -1, 8, 0.5
> O=C(CCNC(=O)C1CCN(S(=O)(=O)c2ccccc2)CC1)NCc1ccccc1Cl
    101, 3, 5, -1, -9, -1, -2, 53, -0.9
> O=C(NNC(=O)C12CC3CC(CC(C3)C1)C2)c1csc(N2CCOCC2)n1
    162, -9, -2, -3, -1, -10, 4, -19, 2.5
> CCc1nnc(NC(=O)CSc2nnc(-c3ccccc3OC)n2-c2ccccc2)s1
    99, 2, 1, 0, 3, 0, 1, 1, 0.9
> COCCn1c(N)c(NCc2ccccc2)c(=O)[nH]c1=O
    92, 0, -29, 2, -2, -1, -11, -23, 2.6
> C/C(=N\OC(=O)c1ccc(Cl)cc1)c1nccs1
    109, 6, -1, 4, -1, -2, -1, -5, 1.9
> COc1ccc(Cc2nc3ccc(C(=O)NCc4cc(C)no4)cc3o2)cc1
    101, 5, 1, 2, -4, 1, 4, 7, 0.4
> Cn1c(SCC(=O)NC2CCCC2)nc2c(c1=O)SCC2
    77, 8, 1, -1, 8, 2, 7, 19, -1.1
> COc1ccc(S(=O)(=O)N(CCc2ccccc2)CC(=O)O)cc1
    102, -8, -4, -1, 7, 3, -4, 5, 1.0
> Cn1nc(-c2ccccc2)c(-c2nc(-c3ccccc3Cl)no2)c1Cl
    97, 15, -1, 2, 12, 3, -1, -19, -1.5
> Cc1ccc(S(=O)(=O)Nc2ccccc2/C=N/c2nc3ccccc3n2C(C)C)cc1
    71, -9, 1, -2, -1, 1, 4, 2, 0.2
> CCOC(=O)C1(Cc2ccc(Cl)cc2)CCN(C(=O)CCc2ccncc2)CC1
    82, 11, -1, -3, -5, 1, 7, -5, 0.4
> O=C(COC(=O)c1ccc2[nH]c3c(c2c1)CCCC3)Nc1ccc(Cl)cc1Cl
    101, -10, -3, -3, 10, -1, 8, 10, 5.1
> COc1ccc(C2(CNC(=O)c3ccc(OC)c([N+](=O)[O-])c3)CCOCC2)cc1OC
    110, 4, -4, 0, -6, -1, -3, 2, 2.3
> CCN(CC)CCCNC(=O)c1cc(-c2ccc3c(c2)OCO3)on1
    103, 5, 2, 0, -22, 0, -12, 26, -5.5
> O=C(CN1C(=O)NC(Cc2c[nH]c3ccccc23)C1=O)Nc1ccc(Br)cc1F (configuration not stated)
    93, -22, ., 2, ., ., ., -14, 3.3
> CN(C)S(=O)(=O)c1cccc(NC(=O)CSc2nc3ccccc3[nH]2)c1
    99, 9, -15, 1, -2, 0, -1, -6, -1.4
> O=C(Nc1ccccc1C(=O)O)c1cccc(NC(=O)c2ccccc2Br)c1
    118, 7, -2, 2, 2, -3, 13, 19, -1.6

# Values run as follows: CR mimetic SO, ZTA DNA inh, TPT1 inh, PP1 counter, EBNA-1 inhibitor, Fh CTSL1 inh, HCV core dimer, GASC-1 inh, PP5 primary
> CCOCCCn1c(=O)c(NC(=O)c2ccc(OCC)cc2)c2n(c1=S)CCCCC2
    99, 10, 0, 2, 2, 1, 11, 45, 1.1
> CCOc1ccc(OC(=O)NC(c2ccccc2)C(Cl)(Cl)Cl)cc1 (configuration not stated)
    84, 3, -2, -1, 2, 0, 8, -7, 0.5
> Cc1ccccc1CNC(=O)c1ccc2ccccc2n1
    84, -5, -2, 2, 2, -2, -1, 1, 3.1
> O=C1CC(c2cccc(Cl)c2)C(n2cncn2)C(=O)C1C1NCCc2ccccc21 (configuration not stated)
    91, 1, -3, 0, 9, -1, -4, 1, -2.9
> Cc1cccc(-c2noc(CCCC(=O)NC3CCCCC3)n2)c1
    127, 13, 1, 1, 2, 0, 6, -1, 1.1
> CC1(c2ccc3c(c2)OCCO3)NC(=O)N(CC(=O)Nc2ccccc2)C1=O (configuration not stated)
    104, 0, ., -6, ., ., ., ., -2.2
> CCOC(=O)N1CCN(C(=O)c2cn(C)c(=O)c3c2c2ccccc2n3C)CC1
    109, -10, 4, 2, -3, 1, -4, 4, 4.5
> O=C(CCNS(=O)(=O)c1cccs1)NCc1ccccc1
    129, -4, 3, 1, -5, 1, 0, -3, 0.4
> Cc1ccc(-c2cc(C(=O)N/N=C/c3ccc(F)cc3)n[nH]2)o1
    79, 0, 3, 5, 5, 0, -4, -9, 3.0
> Cc1ccc2nc(C)cc(C(=O)OCC(=O)c3ccc(Cl)c([N+](=O)[O-])c3)c2c1
    92, 1, -3, 3, 4, -3, 39, 5, -1.0
> Cc1c(C=O)c(=O)n(-c2ccccc2)n1-c1ccccc1
    86, 4, 2, -2, 7, 1, -8, 1, 2.5
> Cc1ccc(/C=C2/SC(=S)N(CCC(=O)N3CCN(C)CC3)C2=O)cc1
    106, 2, -2, -1, 0, 0, -2, -16, -0.5
> CCc1ccc(NC(=O)CSc2nncn2-c2cccnc2)cc1
    100, -1, 3, 3, -4, 0, 3, -2, 3.9
> CCOC(=O)Cc1csc(SCC(=O)NC(C)C23CC4CC(CC(C4)C2)C3)n1 (configuration not stated)
    99, 8, 1, 4, -5, -1, 3, 2, 1.4
> Cc1onc(-c2c(Cl)cccc2Cl)c1C(=O)NNc1ccccc1
    87, 3, -3, -1, 9, -3, -1, -8, -1.2
> CCOc1ccc(NC(=O)CN2CCCC2c2cccs2)cc1S(=O)(=O)N1CCCCC1 (configuration not stated)
    96, -4, ., 8, ., ., ., -7, 4.2
> O=C(CCCCl)NC(=S)Nc1cc(C(F)(F)F)ccc1N1CCOCC1
    94, 3, 0, 1, 8, 2, 11, 0, 3.5
> O=C(Nc1cc(C(F)(F)F)ccc1F)C1CCCCC1
    101, -2, -6, -2, -2, 3, -2, -10, 2.5
> Cc1cc(OCc2nn[nH]n2)c2c(-c3ccccc3)cc(=O)oc2c1
    100, -4, 0, -3, -1, 1, -5, 0, -0.6
> COc1cccc(C(=O)NC(=O)Nc2cc(C)on2)c1
    99, -3, 27*, -5, 2, -2, 4, 3, -1.8

# Values run as follows: CR mimetic SO, ZTA DNA inh, TPT1 inh, PP1 counter, EBNA-1 inhibitor, Fh CTSL1 inh, HCV core dimer, GASC-1 inh, PP5 primary
> Cc1nn(C(=O)c2cccc([N+](=O)[O-])c2)c(C)c1Sc1ccccc1
    101, -15, 0, 1, -6, -2, -12, -67, 1.0
> c1ccc(-n2nc3ccccc3n2)cc1
    87, 1, 0, 1, -1, -1, -8, 8, 1.3
> COC(=O)c1sc(NC(=S)NC(=O)c2ccccc2)nc1C
    89, 5, -3, 0, 14, -3, -7, 1, -1.1
> N#Cc1c2n(c3c(=S)nc[nH]c13)CCCCC2
    91, 10, 2, 2, 1, 1, 0, 3, 0.9
> NS(=O)(=O)c1ccc(CNC(=O)C(Cc2ccccc2)NS(=O)(=O)c2ccccc2F)cc1 (configuration not stated)
    118, -5, -4, 0, -8, 2, 1, -2, 1.3
> O=C(Cn1nnc(-c2ccc(F)cc2)n1)N1CCCCC1
    120, 3, 3, -11, 1, -5, 7, 4, 0.2
> CC(=O)c1c(C)[nH]c(C(=O)Nc2ccc(C)c(C)c2)c1C
    114, -1, -1, -3, -1, 1, -2, 6, 1.9
> CN1CCC2(CC1)N=C(c1ccc(F)cc1)C(=S)N2C(=O)c1ccccc1
    91, -4, 0, -3, 5, -1, -1, -4, -1.1
> COc1cccc2c(=O)c3c(cnn3C)n(C)c12
    101, -23, -2, -2, -11, 2, -9, -3, 4.7
> Cc1ccc(OCc2nnc(NC(=O)c3ccco3)s2)cc1
    91, 18, 4, -8, -6, 3, 2, 2, 2.6
> O=C(Nc1ccc2oc(=O)ccc2c1)c1ccccc1[N+](=O)[O-]
    113, 8, -3, 5, 0, 0, 1, 4, -2.4
> O=C(O)c1ccccc1NC(=O)C1CCCO1 (configuration not stated)
    112, 0, -1, -1, 9, 3, -2, 12, -0.3
> CCc1c(C)nc2ncnn2c1N1CCCC(C(=O)NCc2cccs2)C1 (configuration not stated)
    107, -6, -1, -3, -2, 2, -3, 3, -1.4
> COc1ccc(OCC(=O)NNC(=O)Cc2coc3cc(OC)ccc23)cc1
    96, 26, -1, -3, -5, -5, 19, -1, -2.7
> c1coc(C2Nc3ccccc3-c3nc4ccccc4n32)c1 (configuration not stated)
    90, 3, 1, 0, 11, -1, 9, 23, 2.6
> c1ccc(-n2cc(CN3CCC(N4CCOCC4)CC3)c(-c3ccc4c(c3)OCO4)n2)cc1
    99, -6, -2, -3, 3, 0, 0, 10, 1.0
> CC1CCCCN1C(=O)Cn1cc(C#N)c2ccccc21 (configuration not stated)
    109, -5, -5, 1, -8, 1, -3, 0, 0.1
> CC1CCN(c2ccc(C(=O)N3CCOCC3)cc2[N+](=O)[O-])CC1
    99, -10, -3, -5, 3, 0, 2, -6, 0.9
> O=C(CSc1nnc(CNC(=O)c2ccccc2)o1)NCCc1ccccc1
    104, 18, 2, -2, 1, -3, 12, -3, 0.6
> Fc1cccc2sc(N3CCOCC3)nc12
    97, 0, 0, -2, 11, 0, -4, 0, 1.9

# Grouped by structure, those above containing two or more sulfur atoms (nine)
# Values run as follows: CR mimetic SO, ZTA DNA inh, TPT1 inh, PP1 counter, EBNA-1 inhibitor, Fh CTSL1 inh, HCV core dimer, GASC-1 inh, PP5 primary
> CCc1nnc(NC(=O)CSc2nnc(-c3ccccc3OC)n2-c2ccccc2)s1
    99, 2, 1, 0, 3, 0, 1, 1, 0.9
> Cn1c(SCC(=O)NC2CCCC2)nc2c(c1=O)SCC2
    77, 8, 1, -1, 8, 2, 7, 19, -1.1
> CN(C)S(=O)(=O)c1cccc(NC(=O)CSc2nc3ccccc3[nH]2)c1
    99, 9, -15, 1, -2, 0, -1, -6, -1.4
> O=C(CCNS(=O)(=O)c1cccs1)NCc1ccccc1
    129, -4, 3, 1, -5, 1, 0, -3, 0.4
> Cc1ccc(/C=C2/SC(=S)N(CCC(=O)N3CCN(C)CC3)C2=O)cc1
    106, 2, -2, -1, 0, 0, -2, -16, -0.5
> CCOC(=O)Cc1csc(SCC(=O)NC(C)C23CC4CC(CC(C4)C2)C3)n1 (configuration not stated)
    99, 8, 1, 4, -5, -1, 3, 2, 1.4
> CCOc1ccc(NC(=O)CN2CCCC2c2cccs2)cc1S(=O)(=O)N1CCCCC1 (configuration not stated)
    96, -4, ., 8, ., ., ., -7, 4.2
> COC(=O)c1sc(NC(=S)NC(=O)c2ccccc2)nc1C
    89, 5, -3, 0, 14, -3, -7, 1, -1.1
> NS(=O)(=O)c1ccc(CNC(=O)C(Cc2ccccc2)NS(=O)(=O)c2ccccc2F)cc1 (configuration not stated)
    118, -5, -4, 0, -8, 2, 1, -2, 1.3

# Not a hit list. Share with any hit: about 3.1%.
